# Assay outcomes: PubChem, The Scripps Research Institute Molecular Screening Center
# GPR151 ag: human GPR151 activation; Q8TDV0; AID 1508602; activation, % at 11.2 µM; 650,000 compounds, 1% hits; PathHunter beta-arrestin GPR151 cells, luminescence; in the data active = activation above about 4.9%;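 note: 0% = median of compound wells and 100% = cells with positive control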
# Target sequence (Q8TDV0 whole entry, looked up): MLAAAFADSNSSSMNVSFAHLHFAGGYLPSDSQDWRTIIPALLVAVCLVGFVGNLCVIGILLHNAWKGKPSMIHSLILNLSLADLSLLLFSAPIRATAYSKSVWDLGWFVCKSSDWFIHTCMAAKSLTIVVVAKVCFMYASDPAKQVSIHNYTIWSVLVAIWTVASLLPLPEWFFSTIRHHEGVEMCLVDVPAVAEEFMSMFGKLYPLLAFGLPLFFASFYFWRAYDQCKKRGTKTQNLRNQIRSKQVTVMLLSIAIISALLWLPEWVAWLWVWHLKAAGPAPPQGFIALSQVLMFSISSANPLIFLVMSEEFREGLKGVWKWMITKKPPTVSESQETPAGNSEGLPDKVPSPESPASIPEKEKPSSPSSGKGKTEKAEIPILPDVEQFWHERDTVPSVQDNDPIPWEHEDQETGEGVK
# FBW7 activator: human FBW7 E3 ligase activation, primary screen; Q969H0; AlphaScreen FBW7–phospho-cyclin E peptide binding, activator screen; normalized activity (activation), % at 26.1 µM; 650,000 compounds, 0.13% hits; AID 1259310; in the data active = normalized activity above about 1.9%;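 note: purified mutant Fbw7 with reduced substrate affinity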
# MITF primary: human MITF inhibition, primary screen; O75030; AlphaScreen MITF homodimerization, bead proximity signal; 650,000 compounds, 0.91% hits; inhibition, % at 2.6 µM; in the data active = inhibition above about 50%;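 note: 0% = vehicle wells with protein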
# Target sequence (O75030 whole entry, looked up): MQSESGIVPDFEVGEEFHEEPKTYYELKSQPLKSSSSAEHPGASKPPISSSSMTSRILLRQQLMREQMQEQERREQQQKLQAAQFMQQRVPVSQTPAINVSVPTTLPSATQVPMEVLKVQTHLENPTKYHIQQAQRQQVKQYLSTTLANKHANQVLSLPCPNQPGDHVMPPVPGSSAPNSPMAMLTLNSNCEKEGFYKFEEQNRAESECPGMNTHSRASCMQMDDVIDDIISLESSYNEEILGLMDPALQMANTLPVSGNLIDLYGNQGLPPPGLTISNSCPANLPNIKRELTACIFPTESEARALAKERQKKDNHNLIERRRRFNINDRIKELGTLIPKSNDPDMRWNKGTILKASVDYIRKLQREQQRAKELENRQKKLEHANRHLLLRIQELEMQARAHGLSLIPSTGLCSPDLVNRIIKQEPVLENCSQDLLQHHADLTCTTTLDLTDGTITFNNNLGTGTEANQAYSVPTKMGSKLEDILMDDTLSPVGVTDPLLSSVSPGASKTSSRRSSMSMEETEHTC
# TEAD-YAP inh: TEAD-YAP interaction inhibition | HEK-TIYL cells, TEAD-Gal4/YAP UAS-luciferase luminescence | AID 1259422 | 640,000 compounds, 1.4% hits | inhibition, % at 9.12 µM; in the data active = inhibition above about 32%;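 note: 0% = median of test compound wells and 100% = reference inhibitor wells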
# Starred values were filed as active, the others as inactive; . = not tested or not shown.
# Values run as follows: GPR151 ag, FBW7 activator, MITF primary, TEAD-YAP inh
O=C(CSc1nnc(-c2ccco2)o1)c1ccc(Br)cc1
  -1.7, 0.4, -2, -6
CC(=O)c1ccc(NC(=O)CSc2ncnc3c2nnn3-c2ccc(F)cc2)cc1
  -1.0, 1.3, 1, 15
CC(C)(C)c1ccc(OCc2nnc(NC(=O)c3cccs3)s2)cc1
  1.4, 0.7, 8, -11
O=C(CSc1nc2[nH]ncc2c(=O)n1-c1cccc2ccccc12)Nc1ccccc1F
  0.7, 0.1, 17, 15
Cc1nc2c(-c3ccc(F)cc3)c(C)nn2c(C)c1CC(=O)NCCc1ccccc1
  0.7, 0.0, 3, -3
CC12C(=O)N(c3cccc(C(F)(F)F)c3)C(=O)C1C1C=CC2C1 (stereo not drawn)
  -0.4, 0.0, 11, 12
COc1ccc(C2CC(c3ccccc3)=NN2C(=O)c2ccc(F)cc2)cc1 (stereo not drawn)
  1.3, 0.3, 0, -2
CCN(CC)CC(=O)NCC1(c2ccccc2)CCOCC1
  -0.6, -0.1, 16, -1
C(=N\Nc1nc(N2CCCCC2)nc(N2CCCCC2)n1)/c1c[nH]c2ccccc12
  -0.7, 0.0, -4, 15
Cc1ccc(-n2nc3c(c2NC(=O)COc2ccc4ccccc4c2)CS(=O)(=O)C3)c(C)c1
  0.0, 0.5, 6, 2
Cc1cc(C)nc(N/N=C\c2ccco2)n1
  -1.8, -0.6, 17, -12
Cc1ccc(Sc2nc(Cl)c(C#N)c(Sc3ccc(C)cc3)c2Cl)cc1
  1.0, 0.2, 12, -2
Clc1ccc(-n2ncc3c(N4CCN(Cc5ccccc5)CC4)ncnc32)cc1
  0.3, -0.1, 4, 8
COc1ccc(NC(=O)Oc2ccccc2)cc1
  3.1, -0.4, -2, -27
COc1ccnc(Cn2nc3c4c5c(sc4ncn3c2=O)CC(C)CC5)c1OC (stereo not drawn)
  -0.5, 0.1, -5, -8

# (further entries)
# Values run as follows: GPR151 ag, FBW7 activator, MITF primary, TEAD-YAP inh
Cc1ccc(-c2nc3scc(CCNS(=O)(=O)N(C)C)n3n2)cc1
  0.0, 0.5, 8, 14
CC(=O)c1ccc(OCCCC(=O)NC2CCCCC2C)cc1 (stereo not drawn)
  -0.4, -0.2, -17, -4
CC(=O)NN1C(=O)c2ccccc2NC1c1nc2ccccc2[nH]1 (stereo not drawn)
  -1.3, 0.1, 15, -3
O=C(COC(=O)CN1C(=O)C2CCCCC2C1=O)Nc1ccc(F)c(Cl)c1 (stereo not drawn)
  0.7, 0.0, 7, 0
O=C(c1cnn2c(C(F)(F)F)cc(-c3ccco3)nc12)N1CCCCCC1
  2.0, 0.0, -14, -6
Brc1cccc2c3c4n(c12)CC1COC4(CCC3)O1 (stereo not drawn)
  3.5, 0.5, 8, 9
CSc1ccccc1C(=O)NC1CCCC1
  0.4, -0.1, 6, 6
COc1ccc(-c2nc(C#N)c(NCCCN(C)C)o2)cc1
  -1.2, -0.2, -10, 0
CC(=O)c1ccc(OCc2cc(C(=O)N(C)CC(O)c3ccccc3)no2)cc1 (stereo not drawn)
  -1.6, 0.0, 1, -26
CCOc1ccc(NC(=O)C(=O)NC2CC2)cc1
  2.2, 0.2, 12, -30
CCCOc1ccc(N2C(=O)CC(NCCCO)C2=O)cc1 (stereo not drawn)
  1.5, 0.0, 3, 11
CC(=O)N(Cc1cc2cc3c(cc2[nH]c1=O)OCCO3)C1CCCC1
  1.3, -0.1, 8, -13
COCc1cc(CN[C@H]2C[C@H]3C(=O)N[C@@H](Cc4ccc(Cl)cc4)C(=O)N3C2)ccc1OC
  0.7, 0.2, 18, 8
COc1ccc(NC(=S)NC(=O)c2ccc(OC)cc2)cc1
  1.0, -0.1, -1, -16
O=C(Nc1ccc2c(c1)N(S(=O)(=O)c1ccc(F)cc1)CCC2)NC1CCCCC1
  -0.3, 0.0, -1, -5

# (listing goes on)
# Values run as follows: GPR151 ag, FBW7 activator, MITF primary, TEAD-YAP inh
O=C(Cc1cccc(F)c1)Nc1ccc2c(c1)OCO2
  -0.2, 0.7, -2, -24
O=[N+]([O-])c1ccc(NCCCNS(=O)(=O)Cc2ccccc2)c(Cl)c1
  -0.5, -0.2, 5, 17
COc1ccc(-c2cc(C(=O)Nc3ccccc3C(=O)O)c3ccccc3n2)cc1OC
  -0.6, 0.8, -12, -14
CC1=C(C(=O)Nc2ccc(C)cc2C)C(c2ccc(Cl)cc2)NC(=O)N1 (stereo not drawn)
  1.8, -0.1, 0, 8
Cc1ccc(NC(=O)C(=O)NCCc2ccccc2)cc1
  1.2, -0.1, -3, -2
CCCNc1nc(N2CCc3ccccc3C2)nc2c1ncn2-c1ccccc1
  -1.5, 0.2, 10, -11
COc1ccccc1OCCCOc1ccc([N+](=O)[O-])cc1
  0.6, -0.1, -1, -12
COc1ccc2c(CNCC3CCCO3)c(C(=O)O)n(Cc3ccc(F)cc3)c2c1 (stereo not drawn)
  3.0, 0.6, 18, 1
COc1cccc(/C=N\NC(=O)c2n[nH]c3c2CCC3)c1
  -1.2, 0.3, 9, 36*
CC(C)(O)C(=O)N=Nc1c(O)[nH]c2ccccc12
  2.1, 0.5, -3, -26
CN(C)c1ccc(C(=O)NNC(=O)CCCOc2ccc(Cl)cc2Cl)cc1
  0.4, -0.1, -8, -6
CC1(C)CC(n2c(SCC(=O)c3ccc(Cl)cc3)nc3c(c2=O)C2(CCCCC2)Cc2ccccc2-3)CCO1 (stereo not drawn)
  0.5, 0.1, -10, 5
COc1ccc(CN2CCNC(=O)C2CC(=O)N2CCCCC2)cc1OC (stereo not drawn)
  1.8, 0.3, 3, 5
COc1ccc2c(C)c(C(=O)OCCN(C)C)oc2c1
  1.3, 0.0, -12, -14
Cc1sc2ncn3c(SCC(=O)OC(C)C)nnc3c2c1C
  -0.3, 0.1, -3, 6

# New compounds follow
# Values run as follows: GPR151 ag, FBW7 activator, MITF primary, TEAD-YAP inh
C=CCn1c(SCC(=O)c2ccc(Cl)cc2)nnc1-c1ccncc1
  -0.8, 0.2, 17, 1
Nc1nccc(-c2ccc3nc(C4COc5ccc(C(=O)NCCc6cccnc6)cc5C4)[nH]c3c2)n1 (stereo not drawn)
  1.4, 4.2*, 7, 0
Cc1ccc(NS(=O)(=O)c2ccc([N+](=O)[O-])cc2)cc1F
  -0.3, -0.3, -2, -7
Cc1ccc(Cl)cc1N1CCN(C(=O)c2ccc3c(c2)NC(=O)C(CSCc2ccccc2Cl)N3)CC1 (stereo not drawn)
  -1.7, 0.0, -2, 3
CC(NC(=O)OCc1ccccc1)C(=O)O (stereo not drawn)
  2.2, 0.2, 17, 4
O=[N+]([O-])c1ccc(NCCCc2ccccc2)c(S(=O)(=O)N2CCOCC2)c1
  0.1, 0.0, 4, 7
O=C(Cc1ccccc1)NCc1nnc2n1CCN(Cc1ccsc1)CC2
  -0.2, 0.2, 4, -7
OCCC1CN(Cc2nc3c(s2)CCCC3)CCN1Cc1ccsc1 (stereo not drawn)
  3.4, -0.2, 13, 7
c1ccc(-c2cc(N3CCC4(CC3)OCCO4)nc(-c3ccncc3)n2)cc1
  0.0, -0.1, -6, 3
CCCCC[C@](C)(O)/C=C/[C@@H]1[C@@H](C/C=C\CCCC(=O)OC)[C@@H](O)C[C@H]1O
  3.4, ., 5, .
Cc1nnc(NC(=O)CSc2[nH]c(=O)ncc2C)s1
  -1.9, -0.2, 18, -1
COc1ccccc1N1CCN(C(=O)c2oc(=O)c3ccccc3c2-c2ccc(C)cc2)CC1
  0.2, 0.0, 1, 0
CC(Oc1ccc([N+](=O)[O-])cc1)C(=O)Nc1ccccn1 (stereo not drawn)
  0.8, -0.5, 0, -3
O=C1N[C@H](Cc2ccc(O)cc2)C(=O)N2CCN(C(=O)NC3CCCCC3)C[C@H]12
  0.4, -0.5, 76*, 7
CCN1C(=O)/C(=C\c2cc(C)n(-c3cc(C)ccc3OC)c2C)C(C(=O)OC)=C1C
  -0.7, 0.1, 7, 5

# (continued)
# Values run as follows: GPR151 ag, FBW7 activator, MITF primary, TEAD-YAP inh
Cc1cc(C)c(C)c(C2=NON3N(C(=O)c4ccc(S(=O)(=O)N5CCOCC5)cc4)c4ccccc4N23)c1C
  0.5, -0.1, 8, -11
CCC(=O)NC(Nc1sc2c(c1C(=O)OC)CCN(C)C2)(C(F)(F)F)C(F)(F)F
  -0.4, 0.0, 0, 8
COc1ccccc1-n1c(Cc2ccc(Cl)cc2)n[nH]c1=S
  0.5, -0.1, -1, 0
COc1ccccc1OCC(=O)Nc1ccc(S(=O)(=O)Nc2ncccn2)cc1
  1.0, -0.1, 10, 4
Nc1ccccc1/C=C1\C(=O)Nc2ccccc21
  0.6, -0.1, 6, 9
Ic1cccc(Cn2nnc(-c3ccccc3)n2)c1
  0.6, 0.1, -3, 6
Cc1ccc(Nc2nc3ccccc3n3c(C)nnc23)cc1C
  -0.5, 0.1, -5, -7
Cc1cc2c(c(=O)o1)C1(C(=O)Nc3ccccc31)C(C#N)=C(N)O2 (stereo not drawn)
  2.4, -0.1, 15, 4
Cc1ccc2[nH]c3nc(SCC(=O)N4CCCCC4)nnc3c2c1
  0.3, 0.0, -6, 2
CCOC(=O)CN(C)Cc1cccc(Br)c1
  1.8, 0.5, 47, 3
O=C(CCn1cncn1)c1ccccc1
  -0.3, -0.1, -9, -3
COc1ccc(C2C3=C(CC(C)(C)CC3=O)Nc3[nH]c(=O)[nH]c(=O)c32)cc1OC (stereo not drawn)
  -0.6, -0.2, -7, -5
Cc1ccc(N2C(=O)CC(N3CCN(c4ccc(Cl)cc4)CC3)C2=O)cc1Cl (stereo not drawn)
  -1.6, 0.2, 14, 4
CN(C)C(=O)C1C2NC(=S)N(c3ccccc3)C1(C)Oc1ccc(Cl)cc12 (stereo not drawn)
  -1.8, 0.0, 22, 8
Cn1c(-c2ccc(F)cc2)cnc1NCc1ccc(F)cc1F
  0.5, 0.0, 31, -25

# Next records follow.
# Values run as follows: GPR151 ag, FBW7 activator, MITF primary, TEAD-YAP inh
COC(=O)c1sccc1NC(=O)Cn1cnc2sc(C)c(C)c2c1=O
  0.4, -0.3, -8, -1
Nc1c(Cl)cc(Cl)c2nsnc12
  0.9, -0.1, -4, -13
O=Cc1cn(CC(=O)Nc2cccc([N+](=O)[O-])c2)c2ccccc12
  2.6, -0.1, 3, 6
O=C(Cc1cccs1)Nc1cccc(-c2nc3ccccc3c(=O)o2)c1
  -0.5, 0.0, 1, -1
O=C(COC(=O)CCOc1ccccc1F)Nc1ncc(Cl)cc1Cl
  -1.0, 0.7, 19, 8
CN(C)c1ccc(/C=N/OC(=O)Nc2ccccc2Cl)cc1
  -0.2, -0.1, 11, -2
CCOC(=O)C1CCN(C(=O)c2cccc(C)c2)CC1
  0.2, 0.0, -1, 4
O=C(CSc1nc2[nH]ncc2c(=O)n1-c1ccccc1)Nc1cc(Sc2ccc(F)cc2)cc([N+](=O)[O-])c1
  -1.2, 0.1, 5, -2
Cc1cc(Nc2cc(C)on2)n2ncnc2n1
  -0.3, -0.2, -3, -4
CCNC(=O)C(=O)NCC1OCCCN1S(=O)(=O)c1cccs1 (stereo not drawn)
  -1.2, 0.7, 10, 7
CC(C(=O)O)N1C(=O)C2C3C=CC(C4CC34)C2C1=O (stereo not drawn)
  0.6, 0.1, 11, 6
C/C(=N\NC(=O)c1nnn(-c2nonc2N)c1C)c1ccccc1
  -0.6, 0.1, 15, 10
COCCCNC(=O)c1nn(-c2ccc(OC)cc2OC)c(=O)c2ccccc12
  -1.9, 0.1, -4, 1
O=C(CSCc1ccc([N+](=O)[O-])cc1)NCCSCc1ccccc1
  0.4, 0.0, 4, 1
COc1ccnc(N2CCC(N(CC3CC3)C(=O)Nc3cccc(C(F)(F)F)c3)CC2)n1
  0.9, 0.0, 2, 1

# Record cards, as listed above. Screens in order: GPR151 ag, FBW7 activator, MITF primary, TEAD-YAP inh
# `Cc1cc(Nc2cc(C)on2)n2ncnc2n1` is listed with -0.3, -0.2, -3, -4
# `O=C(CSc1nc2[nH]ncc2c(=O)n1-c1ccccc1)Nc1cc(Sc2ccc(F)cc2)cc([N+](=O)[O-])c1` is listed with -1.2, 0.1, 5, -2

# (further entries)
# Values run as follows: GPR151 ag, FBW7 activator, MITF primary, TEAD-YAP inh
CC(=O)c1cccc(N(CC(=O)O)S(C)(=O)=O)c1
  0.2, 0.8, 16, 10
CCOC(=O)C1=C(N)N(c2ccc(Br)cc2)C2=C(C(=O)CC(C)(C)C2)C1c1ccc(C(C)(C)C)s1 (stereo not drawn)
  -0.4, -0.1, -6, 1
Nc1nc(SCc2ccc(C(=O)NCCCO)cc2)nc2sc3c(c12)CCC3
  1.0, 0.3, 2, -12
Cc1cc(NC(=O)/C=C/c2ccc([N+](=O)[O-])s2)no1
  -1.8, 0.2, 15, -5

# Seven of these compounds, set out differently.
Molecule | GPR151 ag | FBW7 activator | MITF primary | TEAD-YAP inh
OCCC1CN(Cc2nc3c(s2)CCCC3)CCN1Cc1ccsc1 (stereo not drawn) | 3.4 | -0.2 | 13 | 7
c1ccc(-c2cc(N3CCC4(CC3)OCCO4)nc(-c3ccncc3)n2)cc1 | 0.0 | -0.1 | -6 | 3
CCCCC[C@](C)(O)/C=C/[C@@H]1[C@@H](C/C=C\CCCC(=O)OC)[C@@H](O)C[C@H]1O | 3.4 | . | 5 | .
Cc1nnc(NC(=O)CSc2[nH]c(=O)ncc2C)s1 | -1.9 | -0.2 | 18 | -1
COc1ccccc1N1CCN(C(=O)c2oc(=O)c3ccccc3c2-c2ccc(C)cc2)CC1 | 0.2 | 0.0 | 1 | 0
CC(Oc1ccc([N+](=O)[O-])cc1)C(=O)Nc1ccccn1 (stereo not drawn) | 0.8 | -0.5 | 0 | -3
O=C1N[C@H](Cc2ccc(O)cc2)C(=O)N2CCN(C(=O)NC3CCCCC3)C[C@H]12 | 0.4 | -0.5 | 76* | 7
